HEK cytotox = kills HEK 293 cells; HEK 293 viability, ATP luminescence (CellTiter-Glo), 48-72 h; Potency, µM (doses to about 115 µM), for inactives: at the highest dose activity change, negative = cytotoxicity, hits mostly inhibitors; 94,000 tested, 6.6% active; AID 1345083; note: potency is the fitted concentration of half-maximal effect; nearly all actives have a fitted effect of over 60% in size
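ATP-coupled CellTiter-Glo luminescence served as viability read-out, recorded 10 min after reagent addition at room temperature. HEK 293 cells, 250 cells/well, had been incubated with pintool-transferred compound for 48 or 72 hr at 37 degree Celsius.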
SNCA expr inhib = reduces expression of the alpha-synuclein gene; HEK-293 SNCA-luciferase knock-in, luminescence, 24 h; Potency, µM (top dose mostly 57.2 µM), without a hit: at the top dose activity change, negative = inhibition, hits mostly inhibitors; 140,000 tested, 0.17% active;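 note: potency is the fitted concentration of half-maximal effect; plate controls were DMSO cells for no effect and cell-free wells for full effect; nearly all actives have a fitted effect of over 45% in size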
GPT2 inhibitor = blocks human glutamate pyruvate transaminase 2; Q8TD30; Recombinant GPT2, coupled pyruvate oxidase/HRP Amplex Red fluorescence; Potency, µM (highest dose often 57.7 µM), without a hit: top-dose activity change, negative = inhibition, usual class: inhibitors; 100,000 tested, 0.25% active; AID 1671188; note: potency is the fitted concentration of half-maximal effect; nearly all actives have a fitted effect of over 60% in size; many of its hits are not listed in these tables
Target sequence (Q8TD30 whole entry, looked up): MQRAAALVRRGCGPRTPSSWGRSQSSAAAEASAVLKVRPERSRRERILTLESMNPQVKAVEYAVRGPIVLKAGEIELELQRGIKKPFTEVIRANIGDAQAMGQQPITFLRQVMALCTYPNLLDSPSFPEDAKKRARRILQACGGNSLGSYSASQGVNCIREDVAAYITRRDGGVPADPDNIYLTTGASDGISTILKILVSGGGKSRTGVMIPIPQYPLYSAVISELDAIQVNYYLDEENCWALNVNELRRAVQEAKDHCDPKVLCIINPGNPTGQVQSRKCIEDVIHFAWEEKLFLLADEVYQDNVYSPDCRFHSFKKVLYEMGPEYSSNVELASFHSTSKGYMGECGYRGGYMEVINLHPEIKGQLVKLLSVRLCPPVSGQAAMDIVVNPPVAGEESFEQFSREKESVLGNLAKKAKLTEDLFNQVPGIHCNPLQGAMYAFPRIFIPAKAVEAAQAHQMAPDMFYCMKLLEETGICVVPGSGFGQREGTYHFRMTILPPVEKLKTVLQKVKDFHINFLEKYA
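GPT2 10ng/uL, a-KG 250uM, L-Ala 2mM, HEPES pH7.5 + 0.0001% Tween; 30 min RT. Then Amplex mix (PO/HRP/ThPP), 30 min RT dark, fluorescence. AOA 50uM used as positive control.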
NIH3T3 tox = NIH 3T3 cell cytotoxicity; NIH 3T3 viability, CellTiter-Glo ATP luminescence, 48-72 h; Potency, µM (series often up to 96.7 µM), without a hit: top-dose activity change, negative = cytotoxicity, usual class: inhibitors; 94,000 tested, 4.3% active; AID 1345082; note: potency is the fitted concentration of half-maximal effect; nearly all actives have a fitted effect of over 55% in size
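Cytotoxicity is measured as loss of cellular ATP: NIH 3T3 cells (400/well) are exposed to compound for 48 or 72 hr at 37 °C, then CellTiter-Glo luminescence is imaged after 10 min at room temperature.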
Luciferase inh = blocks purified firefly luciferase enzyme activity; Potency, µM (titrated, usually from 115 µM), for inactives: at the highest dose activity change, negative = inhibition, hits mostly inhibitors; P08659; 76,000 tested, 2.5% active; purified P. pyralis luciferase, luminescence, biochemical; note: potency is the fitted concentration of half-maximal effect; nearly all actives have a fitted effect of over 65% in size
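Inhibitors were tested against purified firefly luciferase in a biochemical, low-substrate format (both substrates at 10uM) and luminescence measured with a CCD imager.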
HEK293 viab = counter-screen for SNCA expression inhibitors: cell viability; AID 1671193; Potency, µM (doses to about 57.1 µM), for the others: at the top dose activity change, negative = cytotoxicity, hits mostly cytotoxic; HEK-293-SNCA-luc viability, GF-AFC fluorescence, 24 h; 150,000 tested, 0.12% active;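 note: potency is the fitted concentration of half-maximal effect; 0% = DMSO-treated cells and -100% = medium-only wells without cells; nearly all actives have a fitted effect of over 30% in size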
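Cytotoxicity counterscreen: after 24 h compound treatment of genome-edited SNCA-luciferase HEK-293 cells, live-cell protease substrate GF-AFC read by fluorescence after 30 min; activity scaled between DMSO (0%) and medium-only (-100%), curves Hill-fitted.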
IP6K1 inhibitor = blocks human inositol hexakisphosphate kinase 1; activity change, % (series mostly up to about 58 µM); Q92551; IP6K1 kinase, ADP-Glo luminescence, 2 h; active compounds read low; 140,000 tested, 0.81% active; in the data active = activity change below about -25%
Target sequence (Q92551 whole entry, looked up): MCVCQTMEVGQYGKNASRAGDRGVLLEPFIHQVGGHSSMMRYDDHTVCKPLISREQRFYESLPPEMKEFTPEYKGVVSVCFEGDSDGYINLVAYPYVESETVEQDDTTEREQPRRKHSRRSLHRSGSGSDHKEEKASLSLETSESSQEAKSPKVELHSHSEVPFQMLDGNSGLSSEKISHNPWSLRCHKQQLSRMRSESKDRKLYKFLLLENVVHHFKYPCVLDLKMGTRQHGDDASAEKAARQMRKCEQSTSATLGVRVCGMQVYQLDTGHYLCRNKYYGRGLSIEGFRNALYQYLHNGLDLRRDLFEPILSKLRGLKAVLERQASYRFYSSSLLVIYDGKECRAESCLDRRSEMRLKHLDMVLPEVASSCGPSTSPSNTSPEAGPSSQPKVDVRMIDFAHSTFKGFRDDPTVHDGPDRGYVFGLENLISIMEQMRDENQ
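ADP-Glo luminescence measures ADP made by human IP6K1 during a 2 h RT reaction with ATP/IP6 (mix at 1.3 mM/130 uM); top library doses 57.5 and 19.1 uM final.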
An asterisk follows results filed as active; i = inactive; ? = inconclusive; nt = not tested or not shown; & = joins results of further samples; [ ] = remark or other dose. Unless noted, calls come from the whole dose curve; as a rule, active = well fitted curve in the direction sought with a large enough effect; inconclusive = small, poorly fitted or top-dose-only effect, or another doubt; inactive = no such curve, though single readings can be large; an effect the other way counts as inactive or inconclusive. Unless noted, % is set by controls: 0 for no effect and ±100 for the full control effect.

SMILES	HEK cytotox	SNCA expr inhib	GPT2 inhibitor	NIH3T3 tox	Luciferase inh	HEK293 viab	IP6K1 inhibitor
CCc1noc(-c2cn(C3CCN(C(=O)c4ccc(F)c(F)c4)CC3)nn2)n1	-6%	-14%	i	?	0%	7%	25
CCc1ccc(-n2nnnc2N2CCN(C(=O)Nc3ccc(C)c(F)c3)CC2)cc1	?	-13%	-12%	?	nt	?	-6
COC(=O)C1=CN(CC(=O)Nc2ccccc2C)S(=O)(=O)N=C1C	-9%	-9%	i	0%	-4%	2%	-2
Cc1ccc(CNc2ccc3nnc(C4CCC4)n3n2)o1	?	1%	i	?	-6%	4%	-6
Cc1cc(C(C)Nc2ccccc2)c2nc(N3CCOCC3)cc(=O)n2c1 (configuration not stated)	nt	20%	-6%	nt	nt	15%&-11%	-12
Cc1ccc(C(=O)Nc2ccc(C(=O)OCc3cc(=O)n4c5c(sc4n3)CCCC5)cc2)cc1	nt	1%	nt	nt	nt	?	13
COc1ccc(N(Cc2cccs2)C(=O)Nc2ccccc2)cc1	nt	21%	nt	nt	nt	2%	-4
COc1ccc(C)cc1NC(=O)N1CCN(C)C2(CCC(=O)N(C)CC2)C1 (configuration not stated)	-6%	12%	-13%	-8%	3%	-5%	34
CN(Cc1ccc(F)cc1)c1ccc2ncc(Nc3ccncc3)n2n1	?	-22%[87.6 µM]	i	?	1%[172 µM]	-3%[87.6 µM]	-6
CC1(C)CNC(=O)c2nc(CCN3CCCc4ccccc43)[nH]c2C1	?	-3%	i	?	-17%	3%	-13
CCCc1nnc(C[C@@H]2C[C@@H](C(C)C)[C@H](CN3CCC(CO)CC3)C=C2C)o1	?	-27%[87.6 µM]	1%[88.5 µM]	?	3%[172 µM]	-5%[87.6 µM]	-3
CC(=O)Nc1cccc(C(=O)NC2CCCN(c3cc(-c4ccc(Cl)cc4)[nH]n3)C2)c1 (configuration not stated)	45µM*	13%	i	?	32µM*	-22%	13
COc1cc(NC(=O)Cn2c(N3CCOCC3)nc(C)cc2=O)cc(OC)c1OC	?	19%	3%	-20%	3%	-6%	2
O=C(Cn1c(-c2cccs2)cc2cc(Cl)ccc21)N1CCCCC1	nt	?	nt	nt	nt	?	1
COc1ccccc1CNC(=O)CSc1nc2nc(C)c(Cc3ccccc3Cl)c(C)n2n1	nt	8%	nt	nt	nt	8%	-2
Cc1cccc(OCC(=O)N(Cc2cccc(Cl)c2)Cc2ccco2)c1C	nt	-27%	nt	nt	nt	9%	2
COc1cccc(C(=O)N(Cc2sccc2C)C2CCS(=O)(=O)C2)c1 (configuration not stated)	nt	-1%	nt	nt	nt	-18%	-7
COc1ccc(-c2ccc(C(=O)N3CCN(C(=O)c4ccc(Cl)cc4)CC3)cc2)nn1	?	nt	nt	?	nt	nt	-1
O=C1NCc2ccccc2CC12CCCN2CC1CCCCC1 (configuration not stated)	?	17%	4%	?	nt	-1%	-2
CCN1CCN(C(=O)c2ccc3oc(-c4ccncc4Cl)nc3c2)CC1	i	2%	i	-1%	nt	-7%[12.5 µM]	3
O=C(N[C@H]1CCOC[C@H]1C1CCOCC1)c1cnc(CN2CCCC2)s1	-13%	-8%	-10%	-19%	7%	-1%	24
COc1ccc(OC)c(NC(=O)Cn2c(=O)n(Cc3nc(C)no3)c(=O)c3ccccc32)c1	nt	-4%	nt	nt	nt	0%	4
COc1c2cc(c(O)c1OC)CCCCC(O)CCc1ccc(O)c-2c1 (configuration not stated)	nt	nt	i	nt	nt	-33%	-2
COc1ccc2cc(C(=O)N3CCC4(CC3)CC(Cc3nc(C)no3)CCO4)[nH]c2c1 (configuration not stated)	?	5%	-29%	?	-6%	-16%	-10
O=C(Nc1ccc(C(=O)N2CCN(c3ccc(F)cc3)CC2)cc1)c1nsc2ccccc12	nt	176%[activator]	nt	nt	nt	1%	8

Results in GPT2 inhibitor and Luciferase inh, for 2 of the compounds above:
Compound | GPT2 inhibitor | Luciferase inh
Cc1ccc(CNc2ccc3nnc(C4CCC4)n3n2)o1 | i | -6%
COc1cc(NC(=O)Cn2c(N3CCOCC3)nc(C)cc2=O)cc(OC)c1OC | 3% | 3%

Later entries
SMILES	HEK cytotox	SNCA expr inhib	GPT2 inhibitor	NIH3T3 tox	Luciferase inh	HEK293 viab	IP6K1 inhibitor
CCc1cc(N(C)Cc2noc(C3CC3)n2)n2nc(C)c(C)c2n1	?	-12%	3%	?	-1%	-8%	13
c1ccc(CCCNc2nccc(-c3ccccn3)n2)nc1	?	37%[activator]	-29%	-30%	10µM*	-6%	20
COc1ccc2c(c1)CC(NC(=O)Nc1ccc(Br)c(C)c1)CO2 (configuration not stated)	nt	69%[activator]	nt	nt	nt	13%	-10
Cc1ccc(-n2ncc3c(Nc4ccc5c(c4)OCCO5)ncnc32)cc1Cl	nt	45%[activator]	nt	nt	nt	-10%	24
O=C1NC2(CN(C(=O)Cc3ccccc3)C2)Oc2ccccc21	-21%[172 µM]	5%[87.6 µM]	i	-17%[138 µM]	-2%[172 µM]	4%[87.6 µM]	7
CC(C)OC(=O)CCCC=CC[C@@H]1[C@H](C=C[C@@H](O)COc2cccc(C(F)(F)F)c2)[C@H](O)C[C@@H]1O	nt	?	i	nt	nt	?	nt
c1ccc2c(c1)CCN2C1CN(CC2CC2)C1	-3%[230 µM]	-12%[87.6 µM]	i	5%[174 µM]	nt	-6%[87.6 µM]	-5
COCc1cn([C@H]2CO[C@H]3[C@@H]2OC[C@@H]3NC(=O)c2ccc(C(F)(F)F)cc2)nn1	?	-5%[87.6 µM]	i	?	10%[172 µM]	1%[87.6 µM]	-1
O=C(Cc1cccc(C(F)(F)F)c1)N1CCCc2ncc(C(=O)N3CCC[C@@H]3c3ccc(F)cc3)cc21	?	-1%	-4%	?	-12%	-5%	2
CCc1ccc2c(c1)NC(c1cccnc1)=NC(c1ccc(C(C)(C)C)cc1)=N2	nt	?	nt	nt	nt	-28%	-12
O=C(NCC1CCN(c2cc(-c3ccc(F)cc3)[nH]n2)CC1)c1ccc2nc[nH]c2c1	?	-5%	?	?	?	2%	0
Cc1ccccc1C(=O)NC1(C(F)(F)F)N=C(c2ccccc2)N(C2CCCCC2)C1=O (configuration not stated)	nt	-22%	nt	nt	nt	?	-3
CCN(CC)CCCNC(=O)c1ccc2c(=O)n(CCc3ccccc3)c(=O)[nH]c2c1	nt	47%[activator]	nt	nt	nt	2%	-5
COCc1noc(CCNC(=O)[C@H]2CCC[C@@H](O)C2)n1	-10%	11%	i	5%	-8%	3%	27
Cc1ccc(NC(=O)N2CC(c3nnc(C(C)C)o3)C3(CCOCC3)C2)cc1 (configuration not stated)	?	7%	i	-7%	1%	-4%	22
O=C1CC(c2ccc(F)cc2)c2c(c3ccccc3[nH]c2=O)O1 (configuration not stated)	nt	-29%	nt	nt	nt	5%	-28*
CSCC(=O)N1CCC(C2CCN(C(C)=O)CC2)C1 (configuration not stated)	-8%	-18%	2%	-8%	-2%	-1%[12.5 µM]	-3
COC(=O)C1=C(C)N=C2SC=C(CC(=O)NC3CC3)N2C1c1cccc(F)c1 (configuration not stated)	-20%	-2%	-2%	-21%	-12%	1%	8
COCCN1CC(c2n[nH]c(C3CCOCC3)n2)CCC1=O (configuration not stated)	1%	-5%	i	2%	-10%	7%	8
COCCCNC(=O)c1ccc(-n2c(-c3ccccc3)cc3c2CCC(C)C3)cc1 (configuration not stated)	nt	?	nt	nt	nt	-11%	-11
CC1=C[C@@H](CNC2CCN(C)CC2)[C@H](C(C)C)C[C@H]1Cc1nc2ccccc2[nH]1	28µM*	-13%[87.6 µM]	i	35µM*	-3%[172 µM]	?	-12
Cc1cnc(C)c(-c2cc(O)c3c(c2)CN(C(=O)c2ccncn2)CCO3)n1	-1%	-5%	i[11.5 µM]	-19%	-2%	1%	22
COC(=O)c1ccccc1NC(=O)CCCn1nc(C)c2c(C)n(-c3ccccc3)nc2c1=O	nt	39%[activator]	nt	nt	nt	12%	25
COc1ccc(OC2OC(CO[C@@H]3O[C@@H](C)[C@H](O)[C@@H](O)[C@H]3O)C(O)C(O)C2O)cc1OC (some centres not stated)	nt	nt	i	nt	nt	-6%[23.9 µM]	-12
Cc1ccc(NS(=O)(=O)c2ccc3nc(-c4ccccc4)[nH]c3c2)cc1Cl	nt	?	nt	nt	nt	-4%	-5

Grouped by structure: those above with a furan ring, fused or not.
SMILES	HEK cytotox	SNCA expr inhib	GPT2 inhibitor	NIH3T3 tox	Luciferase inh	HEK293 viab	IP6K1 inhibitor
Cc1ccc(CNc2ccc3nnc(C4CCC4)n3n2)o1	?	1%	i	?	-6%	4%	-6
Cc1cccc(OCC(=O)N(Cc2cccc(Cl)c2)Cc2ccco2)c1C	nt	-27%	nt	nt	nt	9%	2

2 entries picked at random from the list so far:
SMILES	HEK cytotox	SNCA expr inhib	GPT2 inhibitor	NIH3T3 tox	Luciferase inh	HEK293 viab	IP6K1 inhibitor
Cc1ccc(-n2ncc3c(Nc4ccc5c(c4)OCCO5)ncnc32)cc1Cl	nt	45%[activator]	nt	nt	nt	-10%	24
O=C(NCC1CCN(c2cc(-c3ccc(F)cc3)[nH]n2)CC1)c1ccc2nc[nH]c2c1	?	-5%	?	?	?	2%	0

Going on with the list.
SMILES	HEK cytotox	SNCA expr inhib	GPT2 inhibitor	NIH3T3 tox	Luciferase inh	HEK293 viab	IP6K1 inhibitor
Cc1ccc(CNc2ncnc3ccc(-c4ccc(CO)o4)cc23)o1	nt	nt	-1%	nt	nt	-3%	4
O=S(=O)(c1ccc(C2CCCCC2)cc1)N1CCN(c2cc(Cl)ccc2Cl)CC1	nt	15%	nt	nt	nt	-6%	4
COc1ccc(C(=O)N2CCC3(CC2)c2[nH]c4ccccc4c2CCN3C)cn1	?	?	-3%	-27%	0%	-14%[12.5 µM]	2
COc1ccc(CNC(=O)CC[C@]23CC[C@](C)(O)C[C@H]2C(C)(C)C[C@@H]3NC(=O)c2cccs2)cc1	-23%	18%	5%	-19%	-3%	-15%	3
COc1ccc(C(=O)N2C3CCCC2CC(=O)C3)cc1	-24%[172 µM]	11%[87.6 µM]	-5%[88.5 µM]	-22%[138 µM]	1%[172 µM]	7%[87.6 µM]	15
CC(C)C(=O)N1CCC(Oc2ccccc2)C1 (configuration not stated)	0%	-13%	i	-7%	-1%	10%	7
COC(=O)Cc1c(C)nc2nc(NCc3ccc(Br)cc3)[nH]n2c1=O	nt	-26%	nt	nt	nt	1%	10
Cc1ccc(S(=O)(=O)N2CCCN(C)c3ccccc32)cc1F	?	?	i	?	-8%	1%	5
Cc1noc2c(N3CC[S+](=O)([O-])CC3)cc(-c3cccs3)nc12	?	-8%[87.6 µM]	4%[88.5 µM]	?	-14%[172 µM]	10%[87.6 µM]	-23
O=C(c1ccccc1)N1CCC2(CC1)C(=O)NCN2C(=O)Cc1ccc(O)cc1	-10%	-2%	i	-16%	nt	5%	2
COC(=O)[C@@H]1Cc2c([nH]c3ccccc23)[C@H]2C[C@@H](NCc3cccs3)C[C@@H](c3ccccc3F)N21	40µM*	-11%	1%	?	-22%	2%	-14
COCCS(=O)(=O)c1ncc(CN2CC[C@@H]3CCCC[C@H]3C2)n1Cc1ccccc1	45µM*	-10%	5%	?	3%	1%	11

Compound activity from PubChem BioAssay.
